ATG4B inh: ATG4B protease inhibitors, primary screen, biochemical, fluorescence, uHTS; ATG4B cleavage of LC3-PLA2, NBD-HPC fluorescence, 1 h; hit rate 0.51% among 340,000; inhibition, % at 8.33 µM; Cysteine protease ATG4B (Homo sapiens), Q9Y4P1; in the data active = inhibition above about 40%
MPTP block: mitochondrial permeability transition pore inhibitors, primary screen, biochemical, isolated mouse mitochondria, absorbance; Ca2+ swelling absorbance, 30 min; inhibition, % at 10 µM; hit rate 1.4% among 360,000; AID 602449, 2012;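 active = inhibition of 50% or more, scaled per plate between neutral and stimulator controls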;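 also: 0% = DMSO wells given calcium and 100% = 1 mM EGTA wells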
NR3A LBD binder: binders of NR3A ligand-binding domain, primary screen, biophysical, differential scanning fluorimetry, uHTS; NR3A LBD differential scanning fluorimetry, Tm shift; 0% = protein alone, 100% = glycine-bound protein; Tm shift relative to glycine control, % at 25 µM; hit rate 2.5% among 340,000; AID 1259313, 2017;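 active = melting temperature shift of at least 10% of the positive control shift, at one fixed dose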
HKDC1 inh: HKDC1 hexokinase inhibitors, primary screen, biochemical, fluorescence, uHTS. Q2TB90. inhibition, % at 20 µM. AID 493160, 2011. hit rate 0.16% among 340,000. recombinant HKDC1, G6PDH/diaphorase resazurin coupled fluorescence;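 active = inhibition above about 35% when tested at 20 µM, limit read from the data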;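 also: plate controls were DMSO wells with enzyme for no effect and DMSO wells lacking enzyme for full effect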
Target sequence (Q2TB90 whole entry, looked up): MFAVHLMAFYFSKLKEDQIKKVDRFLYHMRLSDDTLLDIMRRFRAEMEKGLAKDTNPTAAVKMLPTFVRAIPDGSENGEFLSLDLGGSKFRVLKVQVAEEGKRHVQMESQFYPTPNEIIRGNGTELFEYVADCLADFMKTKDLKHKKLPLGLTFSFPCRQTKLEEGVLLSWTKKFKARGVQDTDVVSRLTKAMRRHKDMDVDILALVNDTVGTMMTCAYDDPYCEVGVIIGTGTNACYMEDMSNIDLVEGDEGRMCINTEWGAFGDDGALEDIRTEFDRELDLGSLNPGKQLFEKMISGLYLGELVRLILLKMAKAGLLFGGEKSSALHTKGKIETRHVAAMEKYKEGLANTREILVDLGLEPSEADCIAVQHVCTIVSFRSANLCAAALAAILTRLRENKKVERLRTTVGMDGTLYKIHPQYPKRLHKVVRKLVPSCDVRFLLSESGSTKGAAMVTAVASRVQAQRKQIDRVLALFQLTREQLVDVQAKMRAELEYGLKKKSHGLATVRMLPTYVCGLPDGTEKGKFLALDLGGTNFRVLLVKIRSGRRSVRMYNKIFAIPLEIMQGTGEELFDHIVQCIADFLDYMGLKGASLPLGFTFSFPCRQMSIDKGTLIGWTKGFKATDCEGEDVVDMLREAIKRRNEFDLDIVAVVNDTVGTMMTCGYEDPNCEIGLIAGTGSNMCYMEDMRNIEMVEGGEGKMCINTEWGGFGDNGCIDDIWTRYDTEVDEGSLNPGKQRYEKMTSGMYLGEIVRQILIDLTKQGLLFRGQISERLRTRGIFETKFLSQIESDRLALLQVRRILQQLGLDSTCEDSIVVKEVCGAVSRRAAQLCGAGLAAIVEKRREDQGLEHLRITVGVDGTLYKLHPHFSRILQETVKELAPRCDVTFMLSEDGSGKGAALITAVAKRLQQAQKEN
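Material – in-house recombinant HK5 (HKDC1) enzyme · Quantity – HKDC1 at 5 µg/mL · Buffer or medium – pH 8.0 Tris buffer with 10 mM MgCl2 · Reagent – glucose with 1 mM ATP · Dosing – single 20 µM dose · Times – reaction time 90 min, room temperature, protected from light · Technique – resorufin fluorescence at 613 nm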
SENP7 inh: SENP7 protease inhibitors, primary screen, biochemical, luminescence, uHTS | recombinant SENP7, Z-RLRGG-aminoluciferin luminescence, 40 min | inhibition, % at 5 µM | hit rate 1.5% among 330,000;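 active = inhibition above about 50% at the single test dose, limit read from the data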;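 also: plate controls were DMSO with enzyme for no effect and no enzyme buffer wells for full effect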
PfG6PD inh: PfG6PD enzyme inhibitors, primary screen, biochemical, fluorescence intensity, uHTS. glucose-6-phosphate dehydrogenase-6-phosphogluconolactonase (Plasmodium falciparum 3D7). PfGluPho enzyme, NADPH resazurin-diaphorase fluorescence. inhibition, % at 20 µM. hit rate 0.78% among 350,000. AID 504690, 2011;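 active = inhibition reaching at least a set limit at 20 µM in the primary screen, cut at about 59% in these data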;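 also: 0% = DMSO wells with substrate and 100% = DMSO wells lacking glucose-6-phosphate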
SENP6 inh: SENP6 protease inhibitors, primary screen, biochemical, luminescence, uHTS | Recombinant SENP6 catalytic domain, aminoluciferin luminescence | hit rate 1.8% among 330,000 | inhibition, % at 10 µM | AID 2599, 2010;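 active = inhibition above about 50% at the single tested dose, limit read from the data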;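 also: plate controls were DMSO wells with enzyme for no effect and DMSO wells lacking enzyme for full effect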
SENP8 inh: human SENP8 protease inhibitors, primary screen, biochemical, fluorescence, Nedd8 protein substrate, uHTS. Sentrin-specific protease 8 (Homo sapiens), Q96LD8. recombinant SENP8. inhibition, % at 20 µM. hit rate 0.64% among 360,000. AID 602440, 2012; in the data active = inhibition mostly above about 40%, no sharp cut-off; inactive = mostly below about 27%
Starred values were filed as active, the others as inactive; i = inactive; & = joins results of further samples.

Below each compound: SENP7 inh	MPTP block	PfG6PD inh	SENP6 inh	HKDC1 inh	ATG4B inh	NR3A LBD binder	SENP8 inh
O=S(=O)(Nc1nc2ccccc2s1)c1cc(F)ccc1F
    -2	2.1	9	11	2	2	-10	-2
CCC(=O)N1CCc2cc(S(=O)(=O)N3CCc4ccccc43)ccc21
    2	2.3	-9	-12	0	4	6	28
O=C(CCNS(=O)(=O)c1cccc2nonc12)NC1CCCCCC1
    2	1.0	3	0	-10	-4	1	7
CCOc1ccc(NC(=O)COC(=O)CC2CC3CCC2C3)cc1 (stereo unspecified)
    3	-1.1	2	6	-7	-1	0	9
COc1ccc(-n2c(COc3cccc4ccccc34)nnc2SCC(=O)NCc2ccco2)cc1
    10	3.1	1	10	13	-4	1	9
CC(C(Sc1ccccc1N)c1ccccc1)[N+](=O)[O-] (stereo unspecified)
    -1	4.4	57	2	3	-4	4	8
N/C(Cc1ccc(Cl)cc1)=N\OC(=O)c1ccccc1
    8	-0.8	-3	-10	7	-2	-1	25
COCCNC(=O)c1ccccc1NC(=O)Cc1ccccc1[N+](=O)[O-]
    3	-0.9	-18	-3	-6	-4	0	7
S=C(NCCCc1ccccc1)Nc1ccccc1
    6	0.2	-3	5	-4	1	-9	2
Cc1c(CC(=O)NCC(=O)NCC(=O)O)c(=O)oc2cc3oc4c(c3cc12)CCCC4
    -5	-0.8	13	-18	2	4	32*	-300
Cc1ccc2nc3c(cc2c1)c(NC(=O)C(C)(C)C)nn3CC(C)C
    -2	-0.6	1	-11	2	-3	1	-292
CCN(CC)CCCN(C(=O)c1ccc(Br)cc1)c1nc(-c2ccc(OC)cc2)cs1
    -5	2.7	23	-13	7	0	-2	33
COc1cc(NC2c3ccccc3C(=O)N2Cc2ccc3c(c2)OCO3)cc(OC)c1 (stereo unspecified)
    -7	-0.2	5	-15	1	-12	-4	36
C=CCc1ccccc1OCC(O)CN1CCN(Cc2ccc3c(c2)OCO3)CC1 (stereo unspecified)
    6&8	12&0.6	-8&6	-5&4	-6&-11	-5&3	1&0	17&14
O=C(NCc1ccc(F)cc1)c1cccc(NC2=NC3CS(=O)(=O)CC3S2)c1 (stereo unspecified)
    7	0.8	-7	-8	0	-4	-2	19
CCN(Cc1ccccc1)c1c(C(=O)O)cnc2c1cnn2C
    -2	-1.7	13	2	-4	-13	5	11
Cc1noc(C)c1S(=O)(=O)N(CC(=O)NC1CCC(C)CC1)c1ccc(C(C)C)cc1 (stereo unspecified)
    2	0.9	-5	-17	2	2	0	-3
CCN(CC)c1ccc(/C=C(/C#N)C(=O)NC(C)C)o1
    3	1.5	5	14	5	-3	5	30
COc1ccc(C(=O)NCC(c2cccnc2)N2CCN(c3ccc(F)cc3)CC2)cc1OC (stereo unspecified)
    3	-0.1	4	-6	-4	-23	-2	17
Cc1cc(NS(=O)(=O)c2ccccc2)cc(Cl)c1O
    7	2.1	24	-8	2	-2	0	19

Following part.
Below each compound: SENP7 inh	MPTP block	PfG6PD inh	SENP6 inh	HKDC1 inh	ATG4B inh	NR3A LBD binder	SENP8 inh
CCCCn1c(N)c(N(CCOC)C(=O)C2CC(=O)N(Cc3ccc(C)cc3)C2)c(=O)[nH]c1=O (stereo unspecified)
    -1	-1.6	-10	-1	-7	3	1	-1
O=C1CCc2cc(S(=O)(=O)NCc3ccc(F)cc3)cc3c2N1CC3
    11	-0.1	4	-9	-7	13	-2	8
Cc1cccc2c1N(CCOc1ccccc1)C(=O)C2=O
    -1	-1.0	14	17	20	23	1	1
CCc1ccc(OCC(=O)NC(NC(=S)Nc2ccccc2)C(Cl)(Cl)Cl)cc1 (stereo unspecified)
    10	80*	8	3	-10	5	23*	6
O=C(CCc1nnc(CCCCc2ccccc2)o1)NCCC1CCCCO1 (stereo unspecified)
    -1	1.1	5	0	-8	-4	1	10
O=C(COC(=O)c1ccccc1NS(=O)(=O)c1ccc(Cl)cc1)NCc1ccccc1
    -3	6.6	0	-13	-16	1	-5	13
N/C(=N\OC(=O)CCC1CCCC1)c1cccc([N+](=O)[O-])c1
    0	-1.8	3	5	1	0	1	2
CC(=O)Nc1cccc(C(=O)OCC(=O)NCc2cc(C)c(O)c(C)c2)c1
    -3	-0.8	1	-9	0	-2	-1	7
CCN(CC)c1ccc(NC(=O)COC(=O)CSc2ccc(Br)cc2C)cc1
    -4	-2.2	5	-11	2	6	-5	26
COC(=O)c1cc(C(=O)OCC(=O)NNC(=O)c2cccs2)cc([N+](=O)[O-])c1
    -4	0.4	1	6	2	0	0	21
CCC(C)NC(=O)Cc1c(C)c2cc3c(cc2oc1=O)OC(C)(C)CC3 (stereo unspecified)
    -5	0.6	0	-8	1	0	1	-289
COc1ccc(Br)cc1/C=N/NC(=O)Cn1nnnc1N
    -6	0.0	2	-24	-1	10	1	-5
CCC(C)/C(C)=N/NC(=O)CSc1nc2ccccc2[nH]1 (stereo unspecified)
    1	-2.1	-5	2	-4	4	-7	7
O=C(NCCc1ccc(Cl)cc1)C1CCN(S(=O)(=O)c2cccc3nonc23)CC1
    9	-1.6	-18	0	-2	12	-1	27
Cc1[nH]c2ccccc2c1C(c1ccccn1)N1CCC(C)CC1 (stereo unspecified)
    1	-0.6	-4	1	4	-6	-7	16
O=c1ccn(-c2ccccc2)[nH]1
    -2	-1.0	4	2	-7	-5	-1	-1
O=C(CSc1nc(-c2ccc(F)cc2)nc2ccc(F)cc12)Nc1cccc(C(=O)O)c1
    -7	-0.6	-29	-6	1	6	10	10
O=C(CNC(=O)c1ccc(Br)o1)NNC(=O)c1ccc(Br)cc1
    -8	0.0	-11	-20	-1	8	0	10
Cc1noc(C)c1NC(=O)N(C)C[C@@H]1Oc2c(NC(=O)NC(C)C)cccc2C(=O)N([C@@H](C)CO)C[C@@H]1C
    -3	-0.1	-2	12	-1	7	-2	-12
CC(C)c1ccc(Nc2nc(Cl)nc(NCc3ccco3)n2)cc1
    3	2.0	2	-5	4	2	-1	13

Going on with the list.
Below each compound: SENP7 inh	MPTP block	PfG6PD inh	SENP6 inh	HKDC1 inh	ATG4B inh	NR3A LBD binder	SENP8 inh
CCCc1nc(N2CCN(C)CC2)c2sc(=S)n(-c3ccccc3)c2n1
    5	2.5	20	8	-3	8	-4	15
Cc1ccc(-c2csc(NC(=O)c3c(C)noc3C)n2)cc1C
    1	1.7	16	-17	1	-3	-2	-10
CCN(CC)C(=O)CSc1ncnc2sc(C)c(C)c12
    1	-1.2	-11	-13	0	7	-1	4
Cc1cc(NC(=O)c2ccccc2)no1
    -2	1.2	5	-28	6	-8	-1	10
CC1CCCN(c2ccc(/C=C(\C#N)c3nn(-c4ccccc4)c(N)c3C#N)cc2[N+](=O)[O-])C1 (stereo unspecified)
    7	12	16	2	1	-11	12*	47*
CN(C)C(CNC(=O)c1ccc(NS(=O)(=O)c2ccc(F)c(F)c2)cc1)c1ccccc1 (stereo unspecified)
    -3	-2.4	-4	-6	2	7	1	8
COc1ccccc1NC(=O)Cn1cc(C(=O)C2CC2)c2ccccc21
    -3	0.4	-4	8	-2	-5	-1	2
Cc1cc2nc(C)n(CCCNC(=O)Nc3ccccc3)c2cc1C
    -7	0.7	-1	2	2	-11	-1	15
COc1ccc(NC(=O)c2ccc(NCC3CCCO3)c([N+](=O)[O-])c2)cc1 (stereo unspecified)
    1	-1.4	-5	11	-2	-2	-8	11
COc1ccc(-n2c(COc3ccc(C)cc3)n[nH]c2=S)cc1
    -7	0.3	22	-8	-3	-3	3	13
CC1(C)Cc2c(sc(NC(=O)c3ccc4c(c3)OCCO4)c2C(N)=O)C(C)(C)N1
    5	-0.2	7	17	-3	-13	-1	-437
Cc1cc(NS(=O)(=O)c2ccc(NC(=O)Cc3ccc([N+](=O)[O-])cc3)cc2)nc(C)n1
    -3	-1.3	-2	-9	-4	-3	-9	12
CCN(CC)S(=O)(=O)c1ccc(C(=O)Nc2ccc3c(c2)OCO3)cc1
    3	-1.2	-7	7	6	0	9	10
CNC(=O)NC(=O)COC(=O)CCCSc1nc2ccccc2s1
    -6	-1.7	3	-15	-11	35	-1	-2
CCCCCc1nnc(NC(=O)Cc2cccs2)s1
    5	1.5	8	0	6	4	-1	24
CC(=O)NC(Cc1c[nH]c2ccccc12)C(=O)NCCc1ccccc1 (stereo unspecified)
    -9	0.0	-1	4	-5	1	1	-2
O=C(CSc1cccc[n+]1[O-])Nc1ccc2c(c1)OCCO2
    -1	-1.9	10	-8	-5	-1	2	20
CC(Sc1nncs1)C(=O)Nc1ccc2c(c1)OCO2 (stereo unspecified)
    5	-1.2	8	-8	-1	-6	1	1
O=[N+]([O-])c1ccc(CS(=O)(=O)N2CCN(c3ccccc3)CC2)cc1
    -10	2.3	-8	4	-7	-5	-2	7
O=C(Nc1ccc(N2CCCC2=O)cc1)c1cncc(Br)c1
    6	-1.4	-1	15	-4	5	-1	-1

Next part:
Below each compound: SENP7 inh	MPTP block	PfG6PD inh	SENP6 inh	HKDC1 inh	ATG4B inh	NR3A LBD binder	SENP8 inh
Cc1ccc(-c2c[n+](CC(=O)c3ccc(Br)cc3)c3n2CCCCC3)cc1
    -3	2.5	6	-4	-4	2	0	19
COc1ccc(-c2sc3ccc(N4CCOCC4)cc3c2C#Cc2ccsc2)cc1
    7	0.9	-2	-7	5	10	-4	i
Cc1nn(CC(=O)NC2(C#N)CCCCC2)c(C)c1[N+](=O)[O-]
    12	-0.8	-11	-2	-3	-2	-5	5
O=C(NC1CCCCC1)c1ccccc1NC(=O)C1CC(=O)N(c2ccccc2)C1 (stereo unspecified)
    -1	-0.5	-1	-14	-12	-7	-2	10
COc1ccc(OCC(=O)Nc2ccc(NC(=O)c3ccccc3Cl)c(OC)c2)cc1
    1	0.1	1	15	1	0	2	1
CCC(C)[C@H](NC(=O)C1CCN(C(=O)[C@H](Cc2ccccc2)NC(=O)OC(C)(C)C)CC1)C(=O)O (stereo partly specified)
    1	-0.9	-16	-17	6	4	0	1
CC(C(=O)N(C)C)N1c2cccc3cccc(c23)S1(=O)=O (stereo unspecified)
    2	0.1	17	2	-6	-6	1	-345
CCc1ccc(NC(=O)Nc2cc(C(=O)O)ccc2N2CC3CC(C2)c2cccc(=O)n2C3)cc1 (stereo unspecified)
    -1	-0.8	20	-13	-1	-4	-2	10
CSc1n[nH]c(NCc2ccccc2)n1
    -8	-3.9	7	-15	-1	-3	0	19
COc1ccc(Cl)cc1C(=O)NNC(=S)NC(=O)c1cc(-c2ccc(Cl)cc2)nc2ccccc12
    -5	43	-56	-2	-9	-1	-6	38
CSc1ccccc1NC(=O)CN(c1cccc(C)c1)S(C)(=O)=O
    7	1.3	-6	-29	6	1	-2	18

Source: PubChem BioAssay
